Screening results from PubChem BioAssay.
Giardia kill = Giardia lamblia killing; Giardia lamblia trophozoite viability; 340,000 tested, 0.15% active; activity change, % at 7.66 µM, hits read low; in the data active = activity change below about -80%; inconclusive = between about -30% and that limit;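 note: parasites exposed to compound for two days anaerobically before the ATP read; % is set by controls: 0 for no effect and ±100 for the full control effect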
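Anaerobic 48 hrs incubation at 37 deg C of 100 trophozoites/well with test compounds; ATPLite 1-Step luminescence, 15-30 min RT, reports cellular ATP as viability.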
TCR act = T cell receptor activation; primary human leukocytes, anti-CD3, IL-2 HTRF, 48 h; Potency, µM (doses to about 9.22 µM), for the others: top-dose activation of IL-2 secretion, actives largely listed as activators; 330,000 tested, under 10 active; note: % of control where 0% means no effect
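Using a-CD3 beads without co-stimulation, primary human leukocytes were exposed to compounds for 48 hr. An HTRF IL-2 kit measured the cytokine, with europium-to-d2 energy transfer producing emission at 665nm upon 320nm excitation.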
KCNH2 WT inh = blocks the wildtype human KCNH2 potassium channel; 340,000 tested, 0.37% active; Q12809; activity change, % at 1.84 µM; AID 720551; U2OS, BacMam KCNH2, thallium flux FluxOr; stronger effect = lower value;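 active = maximum activity change below -70%; inconclusive = maximum activity change between -70% and -50%; inactive = maximum activity change above -50%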; note: % is set by controls: 0 for no effect and ±100 for the full control effect
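U2OS cells transduced with wild-type KCNH2 virus are loaded with FluxOr dye for 45 min, and thallium flux is measured in kinetic reads before and after stimulation buffer. Rate constants are normalized to DMSO controls.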
Coupling enz = coupling enzyme interference in Giardia aldolase counter-screen | AID 2472 | activity change, negative = inhibition, % at 58.2 µM, hits read low | coupling enzyme system counterscreen, AmpLite Red fluorescence | 290,000 tested, 0.67% active; in the data active = activity change below about -30%; note: % is set by controls: 0 for no effect and ±100 for the full control effect
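Counterscreen lacking aldolase: glyceraldehyde-3-phosphate coupling-enzyme reagent preincubated 10 min at RT with compound (at 57.5 uM final), then substrate/coupling system with AmpLite Red added; fluorescence read at 525/598 nm after 20 min RT.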
MLL CXXC-DNA inh = inhibitors of human MLL CXXC domain-DNA interaction | Q03164 | MLL-CXXC / FITC-HOXA9 DNA fluorescence polarization | Potency, µM (top dose mostly 115 µM), inactives show at the top dose activity change, negative = inhibition, actives largely listed as inhibitors | 290,000 tested, 0.037% active | AID 2662; active = well fitted inhibition curve with a large enough effect in the polarisation, with a control signal flat, not every such curve was filed as active; inconclusive = small, poorly fitted or top-dose-only effect, or effect the other way, or a change in a side signal; inactive = no such curve, though single readings can be large or run the other way; the % refers to the polarisation; note: potency is the fitted concentration of half-maximal effect
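Steps: dispense CXXC domain solution (7 uM) → pin compounds or unlabeled HOX-A9 DNA control → 5 min ambient → add FLSN-HOX-A9 solution (50 nM) → spin → 30 min ambient → fluorescence polarization. Tris pH 7.5/NaCl/DTT/BSA buffer.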
Chronic BCR inh = inhibitors of chronic active B-cell receptor signaling. Potency, µM (highest dose often 46.1 µM), for the others: at the highest dose ratio change, negative = lower green/red ratio, actives largely listed as inhibitors. 340,000 tested, 0.05% active. ABC-DLBCL IkBa-CBG/CBR reporter, luminescence ratio, 4 h; active = well fitted inhibition curve with a large enough effect in the signal ratio, with a control signal flat, not every such curve was filed as active; inconclusive = small, poorly fitted or top-dose-only effect, or effect the other way, or a change in a side signal; the % refers to the signal ratio;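 note: potency is the fitted concentration of half-maximal effect; plate controls were basal doxycycline-induced cells for no effect and cells given 10 µM MG132 for full effect; MG132 reads +100%, hits lower the ratio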
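TMD8 human ABC-DLBCL cells with doxycycline-inducible IκBα–green luciferase fusion and unfused red luciferase, in 0.5% FBS medium; compounds up to 46 uM, 4 h at 37C. Green/red luminescence ratio, filter-overlap corrected, fitted to concentration-response curves.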
Tb PFK block = T. brucei PFK enzyme inhibition; Potency, µM (series often up to 57.5 µM), without a hit: top-dose activity, negative = inhibition, usual class: inhibitors; O15648; AID 485367; T. brucei PFK, ADP-Glo luminescence; 330,000 tested, 0.17% active;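 note: potency is the fitted concentration of half-maximal effect; 0% = uninhibited 1x PFK enzyme wells and -100% = no-enzyme wells; nearly all actives have a fitted effect of over 60% in size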
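Activity is normalized to no-enzyme wells (full inhibition) and 1.25 nM enzyme wells (no inhibition). Reaction: 0.5 mM F6P, 0.1 mM ATP, 45 min RT, ADP-Glo luminescence; concentration-response curves fitted and classed by quality.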
GALK inh = inhibitors of human galactokinase; 270,000 tested, 0.007% active; Potency, µM (top dose mostly 57.5 µM), inactives show at the highest dose activity change, negative = inhibition, most hits filed as inhibitors; Purified GALK, Kinase-Glo residual ATP luminescence; P51570; note: potency is the fitted concentration of half-maximal effect; % is set by controls: 0 for no effect and ±100 for the full control effect
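Kinase-Glo Plus luminescence measured ATP left after a 1 h room-temperature reaction. The reaction used 5 nM GALK, 100 uM galactose and 35 uM ATP at pH 8.0 (20 mM HEPES, 5 mM MgCl2, 60 mM NaCl, 1 mM DTT, 0.01% BSA).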
AT treatment = potential ataxia-telangiectasia treatments restoring KAP-1 phosphorylation; […] A-T fibroblasts, KAP-1 phosphorylation AlphaLISA; neocarzinostatin DNA damage 30 min before lysis; Potency, µM (highest dose often 57.5 µM), inactives show top-dose activation, usual class: activators; 320,000 tested, 0.19% active; note: potency is the fitted concentration of half-maximal effect; % of control where 0% means no effect; nearly all actives have a fitted effect of over 45% in size
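hTERT-immortalized A-T patient fibroblasts ([…]), 500 cells/well in OPTI-MEM, 1% FBS, got compounds for 60 min, then NCS for 30 min at 37C. Lysates were then assayed for phospho-KAP-1 by AlphaLISA (anti-pKAP1 donor, anti-KAP1 acceptor beads), 6 hr at 25C.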
TSHR antagonist = blocks TSH signaling through the human TSH receptor; activity change, negative = inhibition, % at 11.5 µM; P16473; 330,000 tested, 0.2% active; TSHR-expressing cells, TSH-stimulated cAMP HTRF, 2 h; stronger effect = lower value;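 active = activity change below a set negative limit, meaning inhibition stronger than a set level, cut at about -70% in these data; inconclusive = activity change between two set negative limits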; note: % is set by controls: 0 for no effect and ±100 for the full control effect
Target sequence (P16473 whole entry, looked up): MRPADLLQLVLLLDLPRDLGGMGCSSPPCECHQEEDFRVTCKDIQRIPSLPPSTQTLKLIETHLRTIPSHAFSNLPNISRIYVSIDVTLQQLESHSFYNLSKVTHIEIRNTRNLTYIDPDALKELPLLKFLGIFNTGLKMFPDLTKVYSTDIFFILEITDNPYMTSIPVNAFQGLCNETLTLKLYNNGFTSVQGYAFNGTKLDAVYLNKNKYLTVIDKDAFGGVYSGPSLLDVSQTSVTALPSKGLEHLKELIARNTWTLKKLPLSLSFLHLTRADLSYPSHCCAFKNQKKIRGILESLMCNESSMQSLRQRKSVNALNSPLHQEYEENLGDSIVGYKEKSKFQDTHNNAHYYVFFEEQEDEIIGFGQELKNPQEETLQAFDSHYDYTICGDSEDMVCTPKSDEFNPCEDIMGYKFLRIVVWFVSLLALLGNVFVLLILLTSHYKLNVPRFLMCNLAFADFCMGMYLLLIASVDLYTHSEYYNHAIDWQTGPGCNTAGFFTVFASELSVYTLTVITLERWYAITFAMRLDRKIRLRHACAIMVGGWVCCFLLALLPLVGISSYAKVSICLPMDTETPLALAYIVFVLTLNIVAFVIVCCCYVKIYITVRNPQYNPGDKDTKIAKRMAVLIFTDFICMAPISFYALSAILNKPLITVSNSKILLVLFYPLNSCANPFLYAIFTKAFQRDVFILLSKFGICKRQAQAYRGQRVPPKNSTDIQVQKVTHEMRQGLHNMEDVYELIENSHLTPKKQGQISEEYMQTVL
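Freshly harvested TSHR cells receive pin-tooled compound, then EC80 TSH at 4nM final. After 2 hours at 37 deg C, antibody in lysis buffer and cAMP-d2 are added; 30 minutes at ambient temperature precede the HTRF read.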
An asterisk follows results filed as active; i = inactive; ? = inconclusive; · = not tested or not shown; & = joins results of further samples; [ ] = dose if it differs, or a comment. Unless noted, calls come from the whole dose curve; as a rule, active = well fitted curve in the direction sought with a large enough effect; inconclusive = small, poorly fitted or top-dose-only effect, or another doubt; inactive = no such curve, though single readings can be large; an effect the other way counts as inactive or inconclusive.

item	mol	GALK inh	KCNH2 WT inh	TCR act	AT treatment	Coupling enz	Giardia kill	Tb PFK block	MLL CXXC-DNA inh	Chronic BCR inh	TSHR antagonist
1	CCCCCCN(C(=O)CCCCCN1C(=O)NC(c2ccc(-c3ccccc3)cc2)C(C(=O)OCc2ccccc2)=C1C)C(C(=O)NCCCC)c1ccccc1 (stereo not given)	4%	·	·	-3%	1&0	·	-7%	6%	4%	2
2	COC(=O)c1[nH]c2ccc(C)cc2c1NS(=O)(=O)c1ccc(F)c(C)c1	-2%	7	2%	9%	-16	-1	1%	9%	10%	-1
3	CC(C)CNS(=O)(=O)c1ccc(OCC(=O)Nc2ccc3c(c2)OCCO3)cc1	1%	1	0%[46.1 µM]	·	1	-3	8%	-4%	2%	9
4	COC(=O)c1ccc(SCC(=O)NC2CCCC2)c([N+](=O)[O-])c1	2%	-2	5%	-6%	1	-4	-9%	2%	0%	-2
5	O=C(Nc1ccnn1C1CCN(C(=O)c2cc(Cl)ccc2F)CC1)C1CCOC1 (stereo not given)	9%	0	1%	-2%	5	-18	0%	5%	-12%	-4
6	CCN(CC)C(=O)c1ccccc1NS(C)(=O)=O	-1%	-6	-5%	-3%	1	-22	1%	0%	16%	0
7	Cc1cc(C(=O)CSc2nc(N)cc(=O)[nH]2)c(C)n1-c1ccc(OC(F)F)cc1	1%	-1	·	0%	-1	8	-2%	4%	·	-15
8	O=C(NC1=NCCS1)c1cc(-c2cccnc2)nc2ccccc12	11%	-2	·	1%	2	-9	-1%	7%	?	0
9	CN1CCC(NC(=O)Cc2c(F)cccc2Cl)CC1	·	-3	-2%	7%	0	29	1%	-1%	0%	2
10	CC(C)(C)c1ccc2oc(=O)cc(-c3cccc(-c4ccc(C(F)(F)F)cc4)c3)c2c1	·	11	-1%[46.1 µM]	-2%	·	-29	0%	·	4%	-5
11	CCOc1ccc(OCC(=O)OCc2csc(CC(=O)Nc3ccccc3C)n2)cc1	·	-5	2%	-9%	·	-6	11%	·	-6%	-7
12	CCC(CC)C(=O)Nc1nnc(SCC(=O)NC2CCCCC2)s1	0%	-8	-2%	2%	5	-8	0%	0%	1%	-5
13	CCOc1cc(C(=O)N2CCN(c3ccccc3)CC2)cc(OCC)c1OCC	3%	-10	1%	0%	0	2	-5%	-3%	-4%	-2
14	Cc1ccc(CN2CCN(Cc3ccc(OC(C)C)cc3)CC2CCO)o1 (stereo not given)	-1%	3	-6%	1%	1	6	-3%	-2%	9%	-6
15	CC(=O)N1CCN(CCN=CC2=C(O)CC(c3ccc(Cl)cc3)CC2=O)CC1 (stereo not given)	2%	0	0%	9%	5	-19	2%	2%	4%	5
16	Cc1cc(C)c(S(=O)(=O)Nc2nnc(C(C)C)s2)c(C)c1	1%	-1	-2%	0%	-1	-10	1%	-6%	6%	-12
17	Cc1cccc(C(=O)N2CCC(=O)N(C(COCc3cccc(C(F)(F)F)c3)Cc3ccccc3)CC2)c1 (stereo not given)	·	6	-1%	-11%	-2	-5	-2%	7%	-12%	6
18	CC(=O)Nc1ccc(S(=O)(=O)N2CCC(NC(=O)C(Cc3ccc(C)cc3)NC(C)=O)CC2)cc1 (stereo not given)	13%	0	-3%	4%	1	-7	-7%	11%	-4%	10
19	O=C(/C=C/c1ccc(OCc2c(F)cccc2Cl)cc1)N1CCOCC1	5%	-8	·	-3%	2	-27	2%	-6%	?	6
20	O=C(CN(C(=O)Cn1nnc(-c2cccs2)n1)c1ccc2c(c1)OCCO2)NC1CCCCC1	-1%	10	-1%	-10%	0	3	3%	6%	-1%	-5
21	CS(=O)(=O)N1CCc2cc(NC(=O)c3ccc(Cl)cc3Cl)ccc21	13%	14	-4%	-10%	4	8	-2%	7%	0%	-2
22	Cc1c(NS(=O)(=O)c2ccccc2F)c(=O)n(-c2ccccc2)n1C	6%	-9	1%	9%	·	-2	2%	1%	?	29
23	Cc1ccc2nc(NCCCO)nc(-c3ccccc3)c2c1	0%	-4	-1%	·	-1	-11	-2%	-11%	?	-19
24	COc1ccc(Br)cc1S(=O)(=O)NCCN1CCOCC1	-3%	3	·	-5%	2	-7	-1%	-4%	2%	27
25	CN(C(=O)CSc1nnc(COc2ccccc2F)n1N)C1CCCCC1	·	-10	-2%	0%	·	8	7%	·	-2%	-5
26	COCc1cc(C(C)=O)ccc1OC	-1%	-9	-7%	2%	-1	7	1%	6%	?	1
27	CC1CCCCC1N1CCN(C(=O)c2cccc(F)c2)CC1 (stereo not given)	0%	6	0%	2%	-2	-9	-17%	-8%	-3%	26
28	CC1C2Cn3c(nc4ccccc43)C1N(C(C)C)O2 (stereo not given)	-2%	3	7%	-13%	-1	3	0%	-2%	-1%	-3
29	COc1ccc(C(=O)Nc2ccc(S(=O)(=O)Nc3onc(C)c3C)cc2)cc1OC	-2%	0	1%	-1%	10	-12	8%	4%	5%	2
30	Fc1ccc(NC(=S)Nc2nccs2)cc1	0%	-2	-8%	-1%	-4	-7	1%	8%	?	8

Shown screen by screen: part of the list above.
(22) Cc1c(NS(=O)(=O)c2ccccc2F)c(=O)n(-c2ccccc2)n1C
(23) Cc1ccc2nc(NCCCO)nc(-c3ccccc3)c2c1
(24) COc1ccc(Br)cc1S(=O)(=O)NCCN1CCOCC1
(25) CN(C(=O)CSc1nnc(COc2ccccc2F)n1N)C1CCCCC1

Screen / compound no.	22	23	24	25
GALK inh	6%	0%	-3%	·
KCNH2 WT inh	-9	-4	3	-10
TCR act	1%	-1%	·	-2%
AT treatment	9%	·	-5%	0%
Coupling enz	·	-1	2	·
Giardia kill	-2	-11	-7	8
Tb PFK block	2%	-2%	-1%	7%
MLL CXXC-DNA inh	1%	-11%	-4%	·
Chronic BCR inh	?	?	2%	-2%
TSHR antagonist	29	-19	27	-5

Additional entries follow:
item	mol	GALK inh	KCNH2 WT inh	TCR act	AT treatment	Coupling enz	Giardia kill	Tb PFK block	MLL CXXC-DNA inh	Chronic BCR inh	TSHR antagonist
31	COc1cc(/C=C(\C#N)c2nc3c(s2)CC(C)CC3)ccc1O (stereo not given)	3%	·	·	-3%	·	·	2%	26%	-1%	-31
32	CCN1C(=O)[C@H]2[C@@H](c3ccc(-c4ccccc4)cc3)N[C@@](Cc3ccccc3)(C(=O)OC)[C@H]2C1=O	·	-7	-1%	14%	·	-9	-3%	·	6%	0
33	O=C(Nc1cc(S(=O)(=O)N2CCCC2)ccc1OCC(F)(F)F)c1ccccc1F	·	51	-1%[46.1 µM]	-2%	0	10	1%	5%	0%	4
34	CC(/C=N/NC(=O)c1ccccn1)=C\c1ccco1	7%	-5	8%	8%	-11	15	-2%	-17%	?	-7
35	COc1ccc(C(=O)Nc2cnn(Cc3c(F)cccc3Cl)c2)cc1OC	-1%	3	-1%	-6%	3	6	-7%	2%	?	-1
36	COc1ccccc1N(CC(=O)NC(C)(C)C)C(=O)c1ccc(Cl)nc1	2%	0	0%	2%	-1	1	-1%	-9%	-3%	16
37	CCCCCCCCNc1ccccc1S(=O)(=O)NCc1ccccc1	·	22	2%[46.1 µM]	8%	·	-4	-1%	·	1%	-8
38	COc1ccccc1C(=O)Nc1ccnn1C1CCN(Cc2csc(C(C)=O)c2)CC1	5%	8	-3%	-16%	·	-22	-1%	5%	-11%	-17
39	CCc1ccccc1NC(=O)CN(c1ccc(OC)cc1OC)S(=O)(=O)c1ccccc1[N+](=O)[O-]	-1%	-9	3%	-5%	-2	-7	-7%	-3%	14%	-13
40	O=C(CN1CCN(Cc2ccccc2)CC1)NNC(=O)c1ccc(Cl)cc1	·	-2	1%	-13%	·	-12	0%	·	5%	15
41	Fc1cc(F)cc(NC(=S)Nc2ccccc2N2CCOCC2)c1	0%	i	-6%	1%	4	8	2%	48%[activator]	0%	-5
